Screening data deposited in PubChem by Sanford-Burnham Center for Chemical Genomics.
ER stress death – ER stress cell death inhibition; CSM14.1 thapsigargin ER stress survival, ATP luminescence; 48,000 tested, 0.33% active; relative survival (cellular ATP), % at 15 µg/mL (by protocol); AID 1010;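 active = survival measured by cellular ATP above 50% at 15 µg/ml in the first screen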;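 also: cell death triggered by about 15 µM thapsigargin; ATP read 24 h after thapsigargin was added; plate controls were thapsigargin with DMSO for no effect and DMSO without thapsigargin for full effect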
Numbers without * were called inactive.

SMILES	ER stress death
CCC1=NN2C(=N)/C(=C/c3ccc(-c4ccccc4[N+](=O)[O-])o3)C(=O)N=C2S1	7
O=C(Nc1cc(C(F)(F)F)cc(C(F)(F)F)c1)c1cccc(Br)c1	-2
CCSc1nnc(-c2ccc(Cl)cc2)c2ccccc12	2
COc1ccc(CCNC(=S)NC(=O)/C=C/c2ccc(C)cc2)cc1OC	5
CC1=NN(c2ccccc2)C(=O)/C1=C/c1c(O)n(C)c(=O)n(C)c1=O	0
O=C1c2ccccc2C2(O)OC(c3ccccc3)=C(c3nc4ccccc4s3)C12O (stereo not drawn)	6
CCOC(=O)C1=C(O)/C(=C\c2ccc(F)cc2)N=C1C	0
COc1cc2c(cc1C)/C(=N/OC(=O)c1ccc(OC)c(OC)c1)CCC2	10
Cc1ccc(C(=O)NNC(=O)c2ccc(O)cc2O)cc1	-5
Cc1cc(C)c(S(=O)(=O)Nc2cc(Br)c(O)c3ccccc23)c(C)c1	-27
CC(C)(C)NCCOc1cc(Cl)ccc1Cl	-4
CCCC1=NN2C(=N)/C(=C/c3ccc(-c4ccc([N+](=O)[O-])cc4C)o3)C(=O)N=C2S1	1
C/C(=N\N=C1\NC(=O)C(CC(=O)Nc2ccc(Cl)cc2Cl)S1)c1ccc([N+](=O)[O-])cc1 (stereo not drawn)	-3
Cc1cccc(NC2=C(Cl)C(=O)N(c3cccc(Cl)c3Cl)C2=O)c1	-4
CCOC(=O)c1c(C)nc(C)c(C(=O)OCC)c1-c1ccc(Br)cc1	-9
CCN(CC)C(=O)c1ccc(C(=O)c2ccccc2)cc1	1
Cc1cc(-c2ccccc2)nc(N/N=C/c2c(O)ccc3ccccc23)n1	8
CCN(CC)c1ccc(/C=N/NC(=O)c2cc(C34CC5CC(CC(C5)C3)C4)[nH]n2)cc1	5
Cc1ccc(OCC(=O)Nc2cc(Cl)ccc2Cl)cc1	-26
CC(=O)Nc1ccc(Oc2ccc(C(=O)O)c(C(=O)O)c2)cc1	0
C=CCn1c(SCc2ccc(C(=O)NCCO)cc2)nc2sc3c(c2c1=O)CCCC3	5
Cc1c(Cc2ccccc2)c(=O)n2c([nH]c3ccccc32)c1C#N	2
CCOC(=O)C1CCN(Cc2c(O)ccc3ccccc23)CC1	1
CCCc1[nH]nc2c1C(c1ccccc1Br)C(C#N)=C(N)O2 (stereo not drawn)	-11
Cc1cc(C)cc(-n2c(C)cc(/C=N/NC(=O)c3cccnc3)c2C)c1	-2
O=C(c1cccc(S(=O)(=O)N2CCOCC2)c1)N1CCOCC1	10
COc1ccc(CN2CCN(C3CCCCC3)CC2)cc1	3
CCCCc1ccc(-c2csc(/C(C#N)=C/c3ccc(O)c(OCC)c3)n2)cc1	19
Cc1cc2nn(-c3ccccc3)nc2cc1N	-1
O=C(O)c1ccccc1C(=O)Nc1ccc(Nc2ccc([N+](=O)[O-])cc2[N+](=O)[O-])cc1	3
O=C(Cn1c2ccccc2c(=O)c2ccccc21)N/N=C/c1cc(Cl)cc(Cl)c1O	5
CC(C)(C)c1ccc(C(=O)Nc2cccc(Cl)c2)cc1	1
C=CCc1cccc2cc(C(=O)NC3=C(C#N)CCC3)c(=O)oc12	2
COCCCNC(=O)CN(c1ccc(OC)cc1OC)S(C)(=O)=O	9
COc1cc(/C=C2/SC(=S)N(C)C2=O)cc(Br)c1OCCOc1ccccc1C	9
CC(C1CC1)N(Cc1ccccc1)C(=O)Nc1ccccc1Cl (stereo not drawn)	8
O=C(NCc1ccccc1)c1ccc(S(=O)(=O)c2ccccc2)cc1	4
Cc1ccc(/C=C(/NC(=O)c2ccccc2I)C(=O)Nc2ccccc2)o1	4
Cc1ccc(S(=O)(=O)Oc2ccc(Br)cc2/C=C2\SC(=S)NC2=O)cc1	7
Cc1ccc(N(CC(=O)N2CCCCC2)S(=O)(=O)c2ccc(F)cc2)cc1	5
Cc1cc(C)n(C(=O)c2cccc(Br)c2)n1	-3
O=c1[nH]c(=O)n(-c2ccccc2F)c(O)c1C=Nc1ccc2c(c1)OCO2	11
CC1CCN(Cn2cnn(CN3CCC(C)CC3)c2=S)CC1	-1
COc1ccc(NC(=O)c2c(-c3ccccc3Cl)noc2C)cc1	4
O=C(NC1CCCCC1)N1CCN(Cc2ccccc2)CC1	5
COC(=O)/C(C#N)=C\c1ccc(OC)cc1	-3
O=[N+]([O-])c1ccc2[nH]c(O)c(C=NCc3ccccc3)c2c1	1
COc1ccc(N(CC(=O)Nc2cccc(C)c2)S(C)(=O)=O)c(OC)c1	4
COc1ccc(N(CC(=O)NC(C)c2ccccc2)S(C)(=O)=O)c(OC)c1 (stereo not drawn)	9
COc1ccc(-c2nnc(/C=C/c3ccccc3)o2)cc1	19

Remaining list, next part:
SMILES	ER stress death
COc1ccc(CCNC(=O)c2cccc([N+](=O)[O-])c2C)cc1	-6
COc1ccc(Cl)cc1NC(=O)c1ccc(CN(c2ccccc2)S(C)(=O)=O)cc1	9
COc1ccc(C(=O)O/N=C(\N)Cc2ccc(Cl)cc2Cl)cc1	4
c1ccc(OCCN2CCOCC2)cc1	6
COc1ccc(CCNC2CC(=O)N(c3ccc(C)cc3)C2=O)cc1OC (stereo not drawn)	5
Cc1ccc(C(=O)CCNc2cccc(Br)c2)o1	15
O=C1/C(=C/N2CCCCC2)c2ccccc2C(=O)N1c1ccccc1	10
Cc1ccc(NC(=O)CN(c2ccc(Cl)cc2)S(C)(=O)=O)c(C)c1	-4
Cc1c(C(=O)Nc2cccc(-c3nc4ncccc4o3)c2)cccc1[N+](=O)[O-]	6
Cc1cc(/C=N/NC(N)=O)c(C)n1-c1ccc(Cl)cc1	-3
CCOc1cc(C(=O)Nc2nn[nH]n2)cc(OCC)c1OCC	7
c1cnc(Nc2nc(-c3cccnc3)cs2)nc1	2
CC(=O)N(C1=C(N2CCOCC2)C(=O)c2ccccc2C1=O)c1ccc(C(=O)O)cc1	10
COc1ccc(Oc2coc3cc(OS(C)(=O)=O)ccc3c2=O)cc1	-3
CCOC(=O)CN(CP(=O)(OCC)OCC)CP(=O)(OCC)OCC	2
CCOc1cc(/C=C2/SC(=S)N(C)C2=O)ccc1OCCOc1ccc(C)c(C)c1	-2
COC(=O)C1=C(C)N(C)C(=O)/C1=C\c1ccc2c(c1)OCO2	1
COc1ccc(/C(C)=N\OCc2nc3c4c5c(sc4ncn3n2)CCCC5)cc1OC	-4
Cc1nc2cc(S(N)(=O)=O)ccc2n1-c1ccccc1	2
Cc1cccc(C(=O)Nc2ccc(NC(=O)c3ccccc3)c(C)c2)c1	9
Cn1ccnc1SC/C=C/CSc1nccn1C	6
CC(=O)Nc1ccc(Nc2c([N+](=O)[O-])c(=O)n(C)c3ccccc23)cc1	2
Cc1cc(C(=O)Nc2ccc(N(C)C)cc2)c(C)o1	-2
COc1ccccc1NC(=O)C1CC(C)=C(C)CC1C(=O)O (stereo not drawn)	2
Cc1ccccc1C1Nc2ccccc2NC2=C1C(=O)CC(c1ccccc1)C2 (stereo not drawn)	1
CC1=C(C(=O)Nc2ccccc2)C(c2cccs2)C(C#N)=C(SCC(=O)c2ccccc2)N1 (stereo not drawn)	-3
O=C(CCc1ccccc1)Nc1ccccc1Cl	1
Cc1ccc(/C(O)=C2/C(=O)C(=O)N(CCCCCC(=O)O)C2c2cccc([N+](=O)[O-])c2)cc1 (stereo not drawn)	10
CC(=O)N1C(=S)NC(=O)/C1=C\c1cccnc1	-8
CN(C)c1ccc(NC(=O)C2C3C=CC(C3)C2C(=O)O)cc1 (stereo not drawn)	2
O=[N+]([O-])c1ccc(N2CCN(S(=O)(=O)c3ccccc3)CC2)cc1NCCOc1ccccc1	-1
C=CCc1c(C)[nH]c2c(OC)cccc2c1=S	1
O=C(/C=C/c1ccco1)NC(=S)Nc1ccccc1	-2
Cc1ccc(NS(=O)(=O)c2ccc3c(c2)C(=NO)c2cc(S(=O)(=O)Nc4ccc(C)cc4)ccc2-3)cc1	6
CN1CCN(c2ccc([N+](=O)[O-])c(NC(c3ccccc3)c3ccccc3)c2)CC1	0
CC(C)CN1C(=O)c2ccc(C(=O)Nc3ccc(Br)cc3C(=O)O)cc2C1=O	2
Cc1ccc([N+](=O)[O-])cc1-c1ccc(/C=C2/C(=O)NC(=O)N(c3ccccc3)C2=O)o1	-1
Cc1nc2sc3c(c2c(=O)[nH]1)CCCC3	4
COc1ccccc1N(CC(=O)N1CCCC1)S(=O)(=O)c1ccccc1	7
O=C1C(=O)N(CN2CCCCC2)C2C=CC=CC12 (stereo not drawn)	5
O=C(c1ccccc1)c1ccc(N2CCOCC2)c([N+](=O)[O-])c1	-6
CCOc1cc(/C=N/NC(=O)CC2C(=O)NN=C2C)ccc1O (stereo not drawn)	7
O=C(N/N=C\c1cc(Br)c(Br)o1)c1cncc(Br)c1	-5
CCOC(=O)c1c(NC(=O)c2cccc(F)c2)sc(C(=O)Nc2cc(C(F)(F)F)ccc2Cl)c1C	0
COc1ccc(C(=O)N2CCN(Cc3ccc(Cl)cc3)CC2)cc1OC	2
Clc1ccc(Sc2ccc(/C=N/n3cnnc3)o2)cc1	3
CCn1c(-c2ccc(OC)cc2)n[nH]c1=S	4
CCOc1ccc(C(NC(=O)c2ccc(F)cc2)c2ccc(OC)c(OC)c2)cc1 (stereo not drawn)	0
O=C(Nc1ccccc1I)c1cc(-c2ccccc2)nc2ccccc12	4
C=CCn1c2ccccc2n2nc(C)c(C(=O)/C=C/c3ccccc3[N+](=O)[O-])c12	9

For reference, some entries already given.
SMILES	ER stress death
CCC1=NN2C(=N)/C(=C/c3ccc(-c4ccccc4[N+](=O)[O-])o3)C(=O)N=C2S1	7
O=C(Nc1cc(C(F)(F)F)cc(C(F)(F)F)c1)c1cccc(Br)c1	-2
CCSc1nnc(-c2ccc(Cl)cc2)c2ccccc12	2
COc1ccc(CCNC(=S)NC(=O)/C=C/c2ccc(C)cc2)cc1OC	5
CC1=NN(c2ccccc2)C(=O)/C1=C/c1c(O)n(C)c(=O)n(C)c1=O	0
O=C1c2ccccc2C2(O)OC(c3ccccc3)=C(c3nc4ccccc4s3)C12O (stereo not drawn)	6
CCOC(=O)C1=C(O)/C(=C\c2ccc(F)cc2)N=C1C	0
COc1cc2c(cc1C)/C(=N/OC(=O)c1ccc(OC)c(OC)c1)CCC2	10
Cc1ccc(C(=O)NNC(=O)c2ccc(O)cc2O)cc1	-5
Cc1cc(C)c(S(=O)(=O)Nc2cc(Br)c(O)c3ccccc23)c(C)c1	-27
CC(C)(C)NCCOc1cc(Cl)ccc1Cl	-4
CCCC1=NN2C(=N)/C(=C/c3ccc(-c4ccc([N+](=O)[O-])cc4C)o3)C(=O)N=C2S1	1
C/C(=N\N=C1\NC(=O)C(CC(=O)Nc2ccc(Cl)cc2Cl)S1)c1ccc([N+](=O)[O-])cc1 (stereo not drawn)	-3
Cc1cccc(NC2=C(Cl)C(=O)N(c3cccc(Cl)c3Cl)C2=O)c1	-4
CCOC(=O)c1c(C)nc(C)c(C(=O)OCC)c1-c1ccc(Br)cc1	-9
CCN(CC)C(=O)c1ccc(C(=O)c2ccccc2)cc1	1
Cc1cc(-c2ccccc2)nc(N/N=C/c2c(O)ccc3ccccc23)n1	8
CCN(CC)c1ccc(/C=N/NC(=O)c2cc(C34CC5CC(CC(C5)C3)C4)[nH]n2)cc1	5

Next section:
SMILES	ER stress death
CC(C)(C)c1cc(Cn2cc3cc([N+](=O)[O-])ccc3n2)cc(C(C)(C)C)c1O	10
COC(=O)/C(=C/c1c[nH]c2ccccc12)N=Cc1ccccc1	4
Cc1cc2ncn(C(=O)c3cc(-c4ccccc4)nc4ccccc34)c2cc1C	6
CN(C)CCN1C(=O)C(=O)/C(=C(/O)c2ccccc2)C1c1ccc([N+](=O)[O-])cc1 (stereo not drawn)	-2
CS(=O)(=O)N(CC(=O)O)c1ccccc1F	5
CCOC(=O)Cc1csc(NC(=O)COc2c(C)cccc2C)n1	8
COc1ccc(C(=O)Nc2ccc(Cl)cc2C)cc1OC	2
CCN(CC)CCSc1nc(O)c(Cc2ccccc2)c(=O)[nH]1	4
O=C(c1cccc(Cl)c1)N1CCN(c2ccc(F)cc2)CC1	2
CCOc1ccc(C(=O)Nc2c(C)cccc2C)cc1Br	-2
CC(=O)NC1=NC(=O)/C(=C/c2cc(Cl)ccc2OCc2c(F)cccc2Cl)S1	-1
Cc1cccc(C(C)C)c1NC(=O)CCCOc1ccc(Cl)cc1Cl	-3
Cc1occc1C(=O)NNC(=O)c1cccc(F)c1	12
Cc1ccc(N2C(=O)NC(=O)/C(=C\c3ccc(N(C)C)o3)C2=O)cc1	1
O=C(CN1C(=O)/C(=C/c2ccccc2)SC1=S)NNC(=O)c1ccccc1Br	7
Cc1cc(OCC(=O)Nc2ccc(I)cc2Cl)cc(C)c1Cl	2
COc1ccc(CCNC2CC(=O)N(c3ccc(C)cc3)C2=O)cc1 (stereo not drawn)	2
Cc1ccc(NCc2cccnc2)cc1C	8
C=CCNC(=O)COc1ccccc1C	0
CCOC(=O)c1c(NC(=O)C2COc3ccccc3O2)sc2c1CCC(C)C2 (stereo not drawn)	11
CCn1c2ccccc2c2cc(NC(=O)Cc3ccc(OC)c(OC)c3)ccc21	1
CC(=O)CC(=O)Nc1cccc([N+](=O)[O-])c1	14
O=C(Nc1cccc2ccccc12)c1cc(Br)ccc1Cl	-2
Cc1ccc(S(=O)(=O)Nc2cc(Cl)ccc2Cl)c(C)c1	21
COc1ccc(/C=N/NC(=O)c2[nH]c3ccc([N+](=O)[O-])cc3c2-c2ccccc2)cc1	-1
O=C(N/C(=C/c1ccco1)C(=O)N1CCCCC1)c1ccc([N+](=O)[O-])cc1	12
O=C(NC(=S)Nc1ccc(NC(=O)c2ccc(Cl)cc2Cl)cc1)c1ccccc1	1
COc1ccc(COC(=O)C2=C(C)NC(=O)NC2c2ccc3c(c2)OCO3)cc1 (stereo not drawn)	7
O=C(COc1ccc(Cl)cc1Br)NCc1cccnc1	-2
Cc1ccc(-n2c(C)cc(/C=N/NC(=O)CN3CCOCC3)c2C)c(C)c1	-5
CCN1C(=O)/C(=C/c2cccs2)SC1=S	2
CCC(Sc1nc2ccccc2s1)C(=O)Nc1ccc([N+](=O)[O-])cc1 (stereo not drawn)	11
CCc1ncc(C(O)c2ccccc2OC)n1C (stereo not drawn)	4
CC(NC(=O)CN1CCCCC1)C1CC2CCC1C2 (stereo not drawn)	3
COc1ccccc1C1CN(c2ccccc2)N=C1c1cccs1 (stereo not drawn)	6
O=C(Nc1ccccc1)NC1CCCC1	1

Not all compounds are listed. The share of hits here may be higher or lower than overall.
